GPT2 inhibitor: Primary qHTS assay for inhibitors of Glutamate pyruvate transaminase 2 (GPT2); AID 1671188, 2021; Recombinant GPT2, coupled pyruvate oxidase/HRP Amplex Red fluorescence; actives 0.25% (n = 100,000); Alanine aminotransferase 2 (Homo sapiens), Q8TD30; Potency, µM (series often up to 57.7 µM), inactives show top-dose activity change, negative = inhibition, most hits filed as inhibitors; further: potency means the concentration at half of the fitted maximal effect; nearly all actives have a fitted effect of over 60% in size; many of its hits are not listed in these tables
Target sequence (Q8TD30 whole entry, looked up): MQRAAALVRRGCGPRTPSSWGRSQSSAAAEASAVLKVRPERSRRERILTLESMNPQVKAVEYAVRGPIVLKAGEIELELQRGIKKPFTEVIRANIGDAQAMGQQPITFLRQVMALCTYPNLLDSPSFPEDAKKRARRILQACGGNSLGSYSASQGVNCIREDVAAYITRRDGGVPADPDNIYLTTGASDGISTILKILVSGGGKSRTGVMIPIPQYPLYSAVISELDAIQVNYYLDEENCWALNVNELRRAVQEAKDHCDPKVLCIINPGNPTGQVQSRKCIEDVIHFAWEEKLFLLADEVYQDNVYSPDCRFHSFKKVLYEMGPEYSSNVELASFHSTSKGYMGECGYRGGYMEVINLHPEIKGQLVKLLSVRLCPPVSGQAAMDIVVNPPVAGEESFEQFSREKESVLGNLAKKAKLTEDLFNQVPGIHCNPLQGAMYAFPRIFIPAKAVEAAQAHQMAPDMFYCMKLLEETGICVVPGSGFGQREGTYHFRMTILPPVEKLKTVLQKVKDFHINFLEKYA
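Recombinant GPT2 (10ng/uL) with 250uM a-KG and 2mM L-alanine, 30 min at room temperature, in HEPES pH 7.5 buffer. Pyruvate detected by pyruvate oxidase/HRP/Amplex Red fluorescence after 30 min in the dark; AOA (50uM) as positive control.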
Luciferase inh: Firefly luciferase inhibition profiling of diverse chemical library using quantitative high-throughput screening. AID 1347043, 2019. purified P. pyralis luciferase, luminescence, biochemical. Potency, µM (top dose mostly 115 µM), for the others: at the top dose activity change, negative = inhibition, usual class: inhibitors. actives 2.5% (n = 76,000); further: potency means the concentration at half of the fitted maximal effect; nearly all actives have a fitted effect of over 65% in size
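Luminescence read by CCD imager after adding enzyme (10nM final) to wells holding compound, titrated in qHTS. Substrates 10uM each D-luciferin and ATP; buffer 50mM Tris acetate pH 7.5, 10mM Mg acetate, Tween-20, BSA.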
SNCA viab count: GF-AFC viability counterscreen for inhibitors of alpha-synuclein gene (SNCA) expression | HEK-293-SNCA-luc viability, GF-AFC fluorescence, 24 h | Potency, µM (highest dose often 57.1 µM), without a hit: top-dose activity change, negative = cytotoxicity, hits mostly cytotoxic | actives 0.12% (n = 150,000);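 further: potency means the concentration at half of the fitted maximal effect; 0% = DMSO-treated cells and -100% = medium-only wells without cells; nearly all actives have a fitted effect of over 30% in size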
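HEK-293-SNCA-luc cells (1500/well) plated 24 h, then exposed 24 h to a dilution series; GF-AFC added 30 min at 37C, fluorescence 405/540 nm; normalised to medium-only and DMSO wells, Hill fit.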
SNCA expr inh: Primary qHTS assay for inhibitors of alpha-synuclein gene (SNCA) expression; actives 0.17% (n = 140,000); Potency, µM (titrated, usually from 57.2 µM), without a hit: top-dose activity change, negative = inhibition, usual class: inhibitors; HEK-293 SNCA-luciferase knock-in, luminescence, 24 h;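 further: potency means the concentration at half of the fitted maximal effect; plate controls were DMSO cells for no effect and cell-free wells for full effect; nearly all actives have a fitted effect of over 45% in size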
HEK293 tox: Cytotoxic Profiling in HEK 293 Cell Line of Diverse Libraries Using Quantitative High-Throughput Screening; Potency, µM (titrated, usually from 115 µM), for inactives: top-dose activity change, negative = cytotoxicity, usual class: inhibitors; HEK 293 viability, ATP luminescence (CellTiter-Glo), 48-72 h; actives 6.6% (n = 94,000); further: potency means the concentration at half of the fitted maximal effect; nearly all actives have a fitted effect of over 60% in size
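HEK 293 seeded at 250 cells/well receive compound via pintool. After 48 or 72 hr at 37 degree Celsius, 5% CO2 and 95% humidity, CellTiter-Glo is dispensed and luminescence read following 10 min at room temperature.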
IP6K1 inh: Primary qHTS assay for small molecule inhibitors of Inositol hexaphosphate kinase 1 (IP6K1); Inositol hexakisphosphate kinase 1 (Homo sapiens), Q92551; IP6K1 kinase, ADP-Glo luminescence, 2 h; stronger effect = lower value; activity change, % (series mostly up to about 58 µM); actives 0.81% (n = 140,000); AID 1645851, 2021; in the data active means activity change below about -25%
Target sequence (Q92551 whole entry, looked up): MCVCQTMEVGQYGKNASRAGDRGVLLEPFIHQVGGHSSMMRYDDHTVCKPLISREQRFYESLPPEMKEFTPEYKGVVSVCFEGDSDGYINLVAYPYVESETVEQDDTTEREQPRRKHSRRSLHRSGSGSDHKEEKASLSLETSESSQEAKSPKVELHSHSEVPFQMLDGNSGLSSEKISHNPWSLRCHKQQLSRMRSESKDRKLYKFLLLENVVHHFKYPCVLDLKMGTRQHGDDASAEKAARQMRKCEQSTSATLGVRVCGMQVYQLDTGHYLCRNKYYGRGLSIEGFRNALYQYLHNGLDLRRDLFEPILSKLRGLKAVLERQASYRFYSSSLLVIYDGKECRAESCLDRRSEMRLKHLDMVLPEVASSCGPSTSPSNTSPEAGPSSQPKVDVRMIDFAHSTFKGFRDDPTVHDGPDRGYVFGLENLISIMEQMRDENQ
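ADP-Glo luminescence measures ADP made by human IP6K1 during a 2 h RT reaction with ATP/IP6 (mix at 1.3 mM/130 uM); top library doses 57.5 and 19.1 uM final.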
NIH3T3 tox: Cytotoxic Profiling in NIH 3T3 Cell Line of Diverse Libraries Using Quantitative High-Throughput Screening | NIH 3T3 viability, CellTiter-Glo ATP luminescence, 48-72 h | Potency, µM (top dose mostly 96.7 µM), for inactives: top-dose activity change, negative = cytotoxicity, hits mostly inhibitors | actives 4.3% (n = 94,000) | AID 1345082, 2018; further: potency means the concentration at half of the fitted maximal effect; nearly all actives have a fitted effect of over 55% in size
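Cytotoxicity is measured as loss of cellular ATP: NIH 3T3 cells (400/well) are exposed to compound for 48 or 72 hr at 37 °C, then CellTiter-Glo luminescence is imaged after 10 min at room temperature.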
Numbers without * were called inactive; i = inactive; ? = inconclusive; / = not tested or not shown; [ ] = dose if it differs, or a comment. Unless noted, the call rests on the fitted dose curve; in most records, active means well fitted curve in the direction sought with a large enough effect; inconclusive means small, poorly fitted or top-dose-only effect, or another doubt; inactive means no such curve, though single readings can be large; an effect the other way counts as inactive or inconclusive. Unless noted, on the % scale 0 is the no-effect control and ±100 the full control effect. A portion of the library (hit frequency here may not be typical).

Each structure is followed by: SNCA expr inh | NIH3T3 tox | GPT2 inhibitor | SNCA viab count | Luciferase inh | IP6K1 inh | HEK293 tox
Cc1ccc(Nc2ccnc(N3CCC(C(=O)NCC(F)F)CC3)n2)cc1
    41%[activator] | ? | -4% | 7%[12.5 µM] | / | -16 | ?
O=S(=O)(NCC1(COc2ccc(C(F)(F)F)cn2)C[C@@H](O)[C@@H](O)C1)c1ccc(Cl)cc1 (stereo not given in full)
    1% | ? | 2% | 13% | 11% | 7 | -26%
CC(C)c1ccc(C2N3CC4(C)CN2CC(c2ccccc2)(C3)C4=O)cc1 (stereo not given)
    9% | / | / | 7% | / | -12 | /
O=C(NCc1ccccc1F)c1noc(-c2ccc3c(c2)OCO3)n1
    33%[activator] | ? | i | -5% | 32µM* | -8 | -22%
CCn1cc2nc(SCc3cccc(Cl)c3)n(Cc3ccc(C)cc3)c(=O)c2n1
    8% | / | / | -1% | / | 22 | /
COc1cc(F)ccc1-c1cc(C(=O)NCc2ccnc(N)c2)c2c(c1)ncn2C
    0%[87.6 µM] | ? | -8%[88.5 µM] | -15%[87.6 µM] | ? | 0 | ?
COCCN1Cc2[nH]nc(-c3ccsc3)c2CC1=O
    3%[87.6 µM] | ? | -14%[88.5 µM] | -7%[87.6 µM] | -1%[230 µM] | -4 | 2%[230 µM]
COc1cc2c(cc1NC(=O)C(C)Oc1ccc(Cl)cc1Cl)oc1ccccc12 (stereo not given)
    -3% | / | / | 0% | / | 14 | /
COCCOC1CCOC2(CCN(C(=O)c3cccs3)CC2)C1 (stereo not given)
    2% | i | -1% | 21%[12.5 µM] | -5% | 3 | 7%
Cn1c(/C(C#N)=C/c2ccc(C(F)(F)F)cc2)nc2ccccc21
    -1% | / | / | -4% | / | -6 | /
CCOc1ccccc1CN1CCNC(=O)C1CC(=O)N1CCCOCC1 (stereo not given)
    -16% | -3% | 1% | 4% | 14% | 8 | -25%
COc1ccc(C(=O)N2CCC3(CC2)C(=NC2CCCCC2)NC(=O)N3c2cc(F)cc(F)c2)cc1
    -26% | 32µM* | -3% | -11% | / | -12 | i
CCOC(=O)C1=C(CN2CCN(c3cc(C)ccc3C)CC2)NC(=O)NC1c1ccccc1 (stereo not given)
    ? | / | / | ? | / | -13 | /
O=S(=O)(NCC1CCOCC1)c1ccc(F)cc1F
    16% | -2% | 4% | 4% | -1% | -8 | 2%
O=C(COc1ccc(F)cc1)N1CCCC(c2nc(C3CCOCC3)no2)C1 (stereo not given)
    -6% | 1% | -1% | -4% | -4% | 0 | 4%
CC(=O)c1sccc1-c1cc(NCc2ccccn2)nc2[nH]ccc12
    42%[activator] | ? | i | -7% | -7% | -2 | ?
COc1ccc(-c2cc(N3CCC(NC(=O)c4ccncc4)C3)n[nH]2)cc1 (stereo not given)
    22% | -24% | ? | -11% | ? | 14 | ?
COc1cc(/C=C/C(=O)O)ccc1O[C@@H]1O[C@H](CO)[C@@H](O)[C@H](O)[C@H]1O[C@@H]1OC[C@](O)(CO)[C@H]1O
    / | / | 2%[27.3 µM] | -2%[23.9 µM] | / | 10 | /
O=C(NC1CCCCC1)c1ccc(CSc2nc3cccnc3n2Cc2ccc(F)cc2)cc1
    -1% | / | / | -7% | / | -6 | /
COCCCNc1nc(NCc2ccc(C)cc2)c2cnn(C)c2n1
    -3% | / | / | -11% | / | -36* | /
O=C(NCCN1CCOC1=O)c1cn(CCC2CCCCN2)nn1 (stereo not given)
    -16% | -18% | ? | 2% | -5% | 12 | -32%
CCc1ccc(OCC(=O)N(Cc2ccc(C)o2)C2CCS(=O)(=O)C2)cc1 (stereo not given)
    10% | / | / | -2% | / | 34 | /
CCNC(=O)[C@@H]1C[C@H](NC(=O)c2cncnc2C)CN1CCCSC
    -19% | -10% | 3% | 2% | 9% | 3 | -31%
COc1cccc(CN2C(=O)CCCCC2C(=O)NCc2cn[nH]c2C)c1 (stereo not given)
    -27% | -14% | i | 2% | -3% | 7 | -5%
COCc1nc2nccc(-c3cccs3)n2n1
    6% | -10% | -24% | 4% | -8% | 5 | 4%
O=C(CCCn1c(=O)c2cccn2c2cccnc21)NCc1ccccc1Br
    31%[activator] | / | / | 9% | / | 21 | /
CCCCN(CC)CCNC(=O)Cn1cnc2sc(C)c(S(=O)(=O)N3CCC(C)CC3)c2c1=O
    -13% | / | / | 2% | / | -4 | /
Cc1ccc(-n2c(=O)c3sc4ccccc4c3n(C)c2=O)cc1F
    1% | / | / | -1% | / | 16 | /
CCS(=O)(=O)Nc1ccc(C2(C(=O)NCc3ccccc3)CCCCC2)cc1
    4% | ? | 4% | 3% | 0% | 6 | ?
CCc1ccccc1NC(=O)Nc1cc(C(=O)NCc2ccccc2OC)ccc1N1CCCC1
    13% | / | / | 3% | / | -4 | /

An excerpt of these results, with each value named.
molecule: CC(=O)c1sccc1-c1cc(NCc2ccccn2)nc2[nH]ccc12
  SNCA expr inh = 42%[activator]
  NIH3T3 tox = ?
  GPT2 inhibitor = i
  SNCA viab count = -7%
  Luciferase inh = -7%
  IP6K1 inh = -2
  HEK293 tox = ?

molecule: COc1ccc(-c2cc(N3CCC(NC(=O)c4ccncc4)C3)n[nH]2)cc1 (stereo not given)
  SNCA expr inh = 22%
  NIH3T3 tox = -24%
  GPT2 inhibitor = ?
  SNCA viab count = -11%
  Luciferase inh = ?
  IP6K1 inh = 14
  HEK293 tox = ?

Next part:
Each structure is followed by: SNCA expr inh | NIH3T3 tox | GPT2 inhibitor | SNCA viab count | Luciferase inh | IP6K1 inh | HEK293 tox
COc1ccc(NC(=O)N2CCc3c([nH]c4ccc(OC)cc34)C2c2ccc(OC)cc2)cc1 (stereo not given)
    67%[activator] | / | / | -19% | / | 17 | /
C#CCN(Cc1cc2c(=O)n(C)c(CN3CCN(C)CC3)nc2cc1Cl)c1ccc(C(=O)NCc2cccnc2)cc1
    / | / | -5% | ? | / | 13 | /
O=C(NCc1ccc(F)cc1)c1cc(-c2cnccc2Cl)c2cccn2n1
    52%[activator] | ? | -10% | -19% | / | -1 | -22%
CCCCN(CC)CCCNC(=O)c1ccc2c(c1)N(Cc1ccc(C)cc1)C(=O)c1ccccc1S2
    ? | / | / | ? | / | 10 | /
CC(C)NC(=O)NC1CCN(Cc2ccc(-c3ccsc3)cc2)C1 (stereo not given)
    -4% | -15% | 3% | 3% | / | -5 | i
COc1cc(OC)c(NS(=O)(=O)c2cc3c(cc2C)N(C(C)=O)CCO3)cc1Cl
    14% | / | / | -13% | / | -2 | /
COc1ccc(C2CC(=O)c3cc(-c4nc(-c5ccc(Cl)cc5)cs4)c(=O)[nH]c3C2)cc1 (stereo not given)
    -4% | / | / | 12% | / | 48 | /
CC(C)(C)OC(=O)N1CCCCC1Cn1c(=O)[nH]c2cccnc21 (stereo not given)
    -4%[87.6 µM] | -12%[138 µM] | i | -9%[87.6 µM] | 5%[172 µM] | 12 | -16%[172 µM]
C[C@@H]1C(=O)O[C@H]2[C@H]1CC[C@@]1(C)Cc3sc(NC(=O)Nc4ccc(Oc5ccccc5)cc4)nc3[C@@H](C)[C@H]21
    2% | ? | 0% | -3% | ? | -14 | ?
O=C(N[C@@H]1CN(Cc2ccoc2)C[C@H]1CO)c1cccnc1
    6% | 3% | 4% | 4% | -8% | 0 | ?
O=C1NCCCCCCN(C(=O)C2CCCC2)[C@H]2CCCC[C@@H]12
    -18% | -18% | i | 3% | 7% | 5 | -23%
Cc1noc(C)c1S(=O)(=O)N1CCCCCCNC(=O)CC1
    0% | -11% | i | 8% | -8% | -11 | -1%
O=C1CC(c2ccccc2)N(C(=O)CNC(=O)c2ccco2)CCCCCCN1 (stereo not given)
    -14% | 4% | i | ? | -4% | 14 | i
O=C(Cn1nc2c(cc1=O)CCCCC2)NC1CCCc2c1[nH]c1c(Cl)cccc21 (stereo not given)
    -10% | -5% | i | 13% | -2% | 7 | 4%
CCc1cccc(C)c1NC(=O)C(CC)Sc1nc2ccncc2[nH]1 (stereo not given)
    -22% | / | / | -1% | / | -3 | /
N#Cc1ccc(C(=O)N2CCCC(CO)CCNC(=O)CC2)cc1 (stereo not given)
    25% | -27% | i | 6% | -10% | -9 | -1%
CCCCOc1ccc(C2C(C(=O)Nc3ccccc3OC)=C(C)Nc3nnnn32)cc1OC (stereo not given)
    -6% | / | / | -1% | / | -15 | /
Cc1ccc(C(=O)Nc2ccccc2C(=O)OCc2cc(=O)n3nc(C(C)C)sc3n2)cc1
    -5% | / | / | 5% | / | 21 | /
CCc1noc(-c2cn(C3CCN(C(=O)c4cccs4)CC3)nn2)n1
    29% | -19% | i | 3% | 0% | 3 | -9%
COc1ccc(-c2c(C)nn3c(NCCN4CCOCC4)cc(C)nc23)cc1OC
    / | / | 2% | 11% | / | -13 | /
CCOc1ccc(NC(=O)Cn2nnc(-c3nc(-c4ccncc4)no3)c2N)cc1
    -7% | / | / | 3% | / | -14 | /
O=C(NC1CCN(c2ccc3nnc(-c4ccccc4)n3n2)CC1)c1ccccc1F
    / | -24% | / | / | / | -4 | ?
O=[S+]([O-])(Nc1cccnc1)c1ccc2c(c1)OCCN(Cc1cscn1)C2
    15%[87.6 µM] | ? | -15%[88.5 µM] | 1%[87.6 µM] | 5%[172 µM] | 5 | -16%[172 µM]
Nc1ccsc1C(=O)N[C@H](Cc1ccncc1)C1CC(O)C1 (stereo not given in full)
    6% | 0% | -17% | -1% | 1% | -1 | -4%
C=C1CC[C@H]2[C@@](C)(CCC(O)[C@@]2(C)CO)[C@@H]1CCC1=CCOC1=O (stereo not given in full)
    / | / | 5%[27.3 µM] | -8% | / | 11 | /
COc1cccc(C(=O)NC2CCN(c3ccc4nnc(C)n4n3)C2)c1 (stereo not given)
    / | -6% | / | / | / | 10 | i
Cc1noc(C)c1S(=O)(=O)N1CCCC(c2nc(C(C)C)no2)CCNC(=O)CC1 (stereo not given)
    1% | i | -9% | -1% | 4% | 14 | 5%
O=C1NC(=O)C(=Cc2ccc(-c3ccc(F)cc3)o2)S1
    -15% | / | -5% | 10% | / | / | /
CCOc1ccc(CCNC(=O)c2ccc(CS(=O)(=O)Cc3ccccc3Cl)o2)cc1OCC
    ? | / | / | -27% | / | -6 | /
CCOC(=O)c1ccc(N2C(=O)c3n[nH]c(C)c3C2c2ccc(O)c(OC)c2)cc1 (stereo not given)
    25% | / | / | -10% | / | -18 | /

Source: PubChem BioAssay (National Center for Advancing Translational Sciences (NCATS))
